KCNQ1 inh: blocks the human KCNQ1 potassium channel; AID 2642; CHO-K1 KCNQ1, FluxOR thallium flux fluorescence; active compounds read high; B-score at 10 µM; 1.3% of 310,000 active; P51787;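 active = compounds whose thallium flux B-score, printed positive for inhibition, exceeds three library SD while starting fluorescence stays within three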;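 also: channel opened by potassium depolarization with thallium stimulus after 20 min compound exposure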
Target sequence (P51787 whole entry, looked up): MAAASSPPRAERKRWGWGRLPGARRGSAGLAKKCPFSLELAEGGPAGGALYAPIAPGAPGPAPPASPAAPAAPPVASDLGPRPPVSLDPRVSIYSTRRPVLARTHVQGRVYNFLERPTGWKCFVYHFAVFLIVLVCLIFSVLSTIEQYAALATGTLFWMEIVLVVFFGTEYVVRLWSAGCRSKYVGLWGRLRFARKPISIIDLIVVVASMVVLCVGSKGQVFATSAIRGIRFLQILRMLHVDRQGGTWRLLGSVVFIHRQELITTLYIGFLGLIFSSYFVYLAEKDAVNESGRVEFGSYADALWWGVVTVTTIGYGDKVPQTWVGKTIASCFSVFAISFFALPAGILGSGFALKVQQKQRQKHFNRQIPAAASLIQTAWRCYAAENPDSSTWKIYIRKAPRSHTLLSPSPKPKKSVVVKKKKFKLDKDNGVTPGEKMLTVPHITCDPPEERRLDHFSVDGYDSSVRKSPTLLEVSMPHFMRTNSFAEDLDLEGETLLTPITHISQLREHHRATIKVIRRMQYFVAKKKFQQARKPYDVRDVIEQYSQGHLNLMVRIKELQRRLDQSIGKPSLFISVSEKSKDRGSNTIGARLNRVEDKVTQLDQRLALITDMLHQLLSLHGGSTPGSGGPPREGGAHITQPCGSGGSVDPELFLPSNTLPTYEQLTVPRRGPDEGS
RGS4 act: potentiators or activators of RGS4; 0.92% of 310,000 active; HEK293 M3R/inducible RGS4, carbachol calcium flux Fluo4; active compounds read low; B-score at 10 µM;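 active = B-score of the integrated calcium signal more than 4 SD below the library mean, with starting fluorescence not abnormally high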;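 also: negative B-score means reduced calcium response which marks RGS4 activation or potentiation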
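Also added: carbachol at ECmax as muscarinic agonist stimulus; Assay system: HEK293 cells with stable M3R and inducible RGS4; Timing: overnight RGS4 induction, 30 min dye load 37 °C, 20 min compound RT; Measured by: Fluo4-AM (2 µM) calcium-flux fluorescence, kinetic read.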
GSK3B inh: human GSK3beta kinase inhibition; GST-GSK3beta kinase, ADP-Glo luminescence, 60 min; active compounds read low; activity score (negative = inhibition), % at 10 µM; P49841; 0.038% of 300,000 active; AID 2097;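 active = more than half of replicate wells score below -50%, meaning over 50% inhibition versus plate controls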;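 also: 0% = median DMSO wells and -100% = median GW8510 positive control wells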
Target sequence (P49841 whole entry, looked up): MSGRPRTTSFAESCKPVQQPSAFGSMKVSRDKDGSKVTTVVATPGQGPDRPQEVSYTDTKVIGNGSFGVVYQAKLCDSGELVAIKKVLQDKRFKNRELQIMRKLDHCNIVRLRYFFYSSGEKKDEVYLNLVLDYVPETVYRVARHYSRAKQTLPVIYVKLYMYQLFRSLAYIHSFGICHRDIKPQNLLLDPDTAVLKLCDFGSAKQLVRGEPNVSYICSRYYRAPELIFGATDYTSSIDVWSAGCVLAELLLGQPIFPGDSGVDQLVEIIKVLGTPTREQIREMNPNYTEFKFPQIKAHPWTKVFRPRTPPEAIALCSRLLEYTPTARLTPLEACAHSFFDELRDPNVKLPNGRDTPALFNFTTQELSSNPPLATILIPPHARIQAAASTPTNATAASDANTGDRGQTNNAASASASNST
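Assay system: GST-tagged human GSK3beta kinase, cell-free; Input: 1.6 ng GSK3beta; Medium: Tris/MgCl2 kinase buffer; Timing: 60 min enzyme reaction, room temperature; Signal: ADP-Glo luminescence quantifying ADP generated by kinase; Evaluation: score relative to plate controls; Benchmarks: DMSO neutral wells and GW8510 at 20 µM as positive.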
PolyA inhibitor: yeast polyadenylation inhibition. calls only at 12 µM. 0.02% of 300,000 active. S. cerevisiae SKY197-pL101 polyadenylation reporter, beta-gal luminescence; efflux-impaired pdr1/pdr3 knockout yeast; score 100 = 6 SD above DMSO;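 active = lowest replicate activity score at least 50, where 100 means six control SD above control mean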;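 also: yeast exposed to compound for 9 h at 30 °C; higher score means more reporter readthrough which indicates perturbed polyadenylation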
hERG protect: shields human hERG channel from block by proarrhythmic agents. Q12809. CHO-hERG, FluxOR thallium flux, dofetilide IC70 present. activation (rescue from dofetilide block), less the hit threshold, % at 10 µM. 0.51% of 310,000 active. AID 1511;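 active = activation above the mean of controls blocked by dofetilide plus 5 SD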;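 also: thallium influx through hERG after potassium depolarization seen as dye fluorescence rise; in these data hits start at about 4.7%; inactives centre near -7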
Dyrk1A ADPGlo: inhibitors of rat Dyrk1A kinase | inhibition, % at 12.5 µM | Q63470 | 0.43% of 310,000 active | ADP-Glo luminescence, NFATc1 peptide; in the data active = inhibition above about 50%;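 also: plate controls were vehicle with enzyme for no effect and no enzyme for full effect; many of its hits are not listed in these tables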
KCNQ1 pot: potentiators or activators of human KCNQ1 potassium channel. P51787. CHO-K1 KCNQ1, thallium flux FluxOR fluorescence; active compounds read high. B-score at 10 µM. 0.35% of 310,000 active;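 active = fluorescence ratio B-score, a plate-corrected score, at least three library SD, with initial intensity B-score within 5 SD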
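assay system = CHO-K1 cells stably expressing KCNQ1 | medium = assay buffer, equal DMSO in all wells | timing = 37 °C overnight plating, 90-min dark dye load, 20-min compound pretreatment | measured by = kinetic FluxOR thallium fluorescence, 10-s 1-Hz baseline, 110-s post-stimulus read | measure = fluorescence change relative to baseline, converted to B score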
KCNK9 inh: inhibitors of human KCNK9 two-pore domain potassium channel; Q9NPC2; HEK293 KCNK9, FluxOR thallium flux fluorescence; active compounds read low; B-score at 10 µM; 1.2% of 310,000 active; AID 488922;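 active = ratio B-score over 3 SD below the library mean, with starting fluorescence within 5 SD of its mean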;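 also: negative B-score means less thallium flux so channel inhibition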
KCNK3 inh: human KCNK3 channel inhibition, primary screen | O14649 | B-score at 10 µM | 0.84% of 340,000 active | CHO-KCNK3 thallium flux, FluxOR fluorescence; active compounds read low;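 active = B-score under library mean minus 4 SD, starting fluorescence ratio at most library mean plus 5 SD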;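 also: more negative B-score means stronger inhibition of thallium flux through KCNK3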
GSK3 alpha inh: inhibitors of human GSK-3 alpha kinase; inhibition, % at 10 µM; ADP-Glo luminescence, 60 min; AID 2650; 0.1% of 320,000 active; P49840;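 in the data active = inhibition above about 50%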;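 also: GST-tagged GSK-3 alpha with peptide substrate and 25 µM ATP; 0% = DMSO neutral wells and 100% = GW8510 positive control wells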
RGS4 block: inhibitors of human RGS4; HEK293 M3R/RGS4 inducible, Fluo-4 calcium flux; active compounds read high; triggered by carbachol at its EC20; P49798; 0.45% of 310,000 active; B-score at 10 µM;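 active = B-score, a plate-corrected calcium signal, over three deviations above library mean, with baseline fluorescence within five deviations of library mean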;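 also: RGS4 expression induced by doxycycline in cells with stable M3 receptor; B-score is computed from the integrated fluorescence ratio over baseline after carbachol; higher B-score means a larger calcium signal and so more RGS4 inhibition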
* hit, by the source's call; i = inactive; x = no result given. Only part of the results is shown (hit frequency here may not be typical).

SMILES	KCNQ1 inh	RGS4 act	GSK3B inh	PolyA inhibitor	hERG protect	Dyrk1A ADPGlo	KCNQ1 pot	KCNK9 inh	KCNK3 inh	GSK3 alpha inh	RGS4 block
Cc1cc(NC(=O)CSc2nnc(C)c(=O)n2N)no1	i	i	5	i	-6	-9	i	i	i	-2	i
Clc1ccc(CO/N=C2\CCCc3nonc32)c(Cl)c1	i	i	3	i	-7	1	i	i	i	-3	i
Cc1ccc(-c2nc(CSCC(=O)N3CCCC3)c(C)o2)cc1	i	i	4	i	-7	-5	i	i	i	1	i
O=C(Cc1ccccc1)Nc1c(C(=O)N2CCOCC2)cnn1-c1ccccc1	i	i	2	i	-7	1	i	i	i	-3	i
CCC(CC)NCC(O)COc1ccc(Br)cc1 (stereo not drawn)	i	i	4	x	-5	x	i	i	i	-3	i
CCOc1ccc(NC(=O)COc2ccc(S(=O)(=O)N3CCCC3)cc2)cc1	i	i	0	i	-9	0	i	i	i	-2	i
COc1ccc(-n2c(SCC(=O)N3CCOCC3)nc3ccccc3c2=O)cc1	i	i	3	i	-9	-1	i	i	i	-2	i
Clc1ccc(-c2nnc(-c3ccc(Br)o3)o2)c(Cl)c1	i	i	-3	i	-7	-2	i	i	i	-4	i
Cc1cc(C)c(S(=O)(=O)NCC2CCC(C(=O)NCCCN3CCOCC3)CC2)c(C)c1 (stereo not drawn)	i	i	-2	i	-6	0	i	i	i	x	i
CNC(=O)CCn1nc(-c2ccc(Cl)cc2)c2ccccc2c1=O	i	i	3	i	-7	0	i	i	i	-3	i
CC(=O)c1cc(F)ccc1OCC(=O)N1CCN(c2ccc(F)cc2)CC1	i	i	1	i	2	6	i	i	i	-2	i
O=C(Nc1nnc(Cc2ccccc2)s1)C1CCC1	i	i	-8	i	-11	-5	i	i	i	-1	i
CCC(=O)NC1CC2CCCC(C1)N2Cc1ccc(C)cc1 (stereo not drawn)	i	i	3	i	-2	2	i	i	i	10	i
Cc1cccc(NC(=O)CSCC(=O)Nc2cccc3ncccc23)c1	i	i	7	i	-3	5	i	i	i	-3	i
Cc1ccc(N(CC(=O)NC2CCC(C)CC2)S(=O)(=O)c2cccnc2)cc1 (stereo not drawn)	i	i	1	i	-10	10	i	i	i	-2	i
O=C(O)CCC(=O)c1cccc2ccccc12	i	i	3	i	-12	-1	i	i	i	-4	i
Cc1[nH]c2ccccc2c1CC#N	i	i	-2	i	-9	-4	i	i	i	0	i
COc1ccccc1NC(=O)c1ccc[n+]([O-])c1	i	i	4	i	-4	-5	i	i	i	3	i
COc1ccc(CCNC(=O)C2CC(=O)N(CCc3ccc(C)cc3)C2)cc1OC (stereo not drawn)	i	i	-2	i	-11	-4	i	i	i	-2	i
O=C(NCc1ccccn1)C1CCCN(S(=O)(=O)c2ccc(Br)cc2)C1 (stereo not drawn)	i	i	0	i	-7	6	i	i	i	-6	i
Clc1ccc(-c2csc(-c3ccncc3)n2)cc1	i	i	-2	i	-10	7	i	i	i	1	i
COCCNC(=O)/C(C#N)=C/c1c(N2CCN(c3ccccc3)CC2)nc2ccccn2c1=O	i	i	1	i	-7	0	i	i	i	-2	i
CCn1c(CNc2cccc(Cl)c2)nnc1SCc1ccccc1	i	i	2	i	1	-6	i	i	i	-1	i
Cc1ccc(C(C)C)c(OCCCNCc2cccnc2)c1	i	-8.7*	-2	i	-7	-1	i	i	i	0	i
COc1ccc(C(=O)NCc2ccc(Cl)c(Cl)c2)cc1OC	i	i	3	i	-11	-1	i	i	i	4	i
COc1ccc(/C=C2/N=C(c3cccs3)OC2=O)cc1OC(C)C	i	i	-7	i	-8	-1	i	i	i	-1	i
CCOc1cc(NC(=O)c2ccco2)c(OCC)cc1NC(=O)COc1ccccc1	i	i	1	i	-12	-2	i	i	i	-3	i
Cc1ccc(Cn2c(=O)c3ccccc3n3nc(C)cc23)cc1	i	i	3	i	-1	-1	i	i	i	2	i
c1ccc(COc2ccc(-c3sc(Nc4ccccc4)n[n+]3-c3ccccc3)cc2)cc1	i	i	1	i	-39	x	i	i	x	-3	i
Cc1ccc(S(=O)(=O)N2CCCC2C(=O)Oc2ccccc2)cc1 (stereo not drawn)	i	i	1	i	-9	-3	i	i	i	-1	i
c1ccc(Oc2nc(-c3ccccn3)nc3ccccc23)cc1	i	i	1	i	-16	x	i	i	i	-6	i
NC(=O)CN1C(=O)C(=O)N(Cc2ccc(F)cc2)C1=O	i	i	0	i	0	-2	i	i	i	-3	i
Cc1ccc(SCCC(=O)Nc2nccs2)cc1	i	i	2	i	-15	-2	i	i	i	-1	i
COc1cc(CC(=O)NC(c2ccccc2)c2ccccc2)cc(OC)c1OC	i	i	0	i	-5	-2	i	i	i	-2	i
CC1(C)Cc2c(sc(NC(=O)c3ccc(C(=O)c4ccccc4)cc3)c2C(N)=O)C(C)(C)N1	i	i	0	i	-24	2	i	i	i	-1	i
CCN(C(=O)COC(=O)c1ccco1)c1c(N)n(Cc2ccccc2)c(=O)[nH]c1=O	i	i	-3	i	-13	-2	i	i	i	-3	i
COc1ccc(CNC(=O)N2CCN(S(=O)(=O)c3ccccc3F)CC2)cc1	i	i	2	i	-13	-2	i	i	i	-1	i
Cc1cc(=O)[nH]c(-n2ncc(C#N)c2N)n1	i	i	-2	i	0	-52	i	i	i	-5	i
CC(NC(=O)c1ccc(F)cc1F)C1CC2CCC1C2 (stereo not drawn)	i	i	-2	i	-6	6	i	i	i	1	i
COc1ccc(C(=O)/C=C/C(=O)N(CC(=O)NCCC(C)C)Cc2cccs2)c(O)c1	i	i	0	i	-17	1	i	i	i	x	i
CC1CCN(C(=O)C2CCN(S(=O)(=O)c3cccs3)CC2)CC1	i	i	3	i	-2	0	i	i	i	-1	i
NC(=O)Cn1cnc2nc3n(c2c1=O)CCC3	i	i	-1	i	-5	-4	i	i	i	-1	i
CCOC(=O)CN1C(=O)S/C(=C/c2ccco2)C1=O	i	i	4	i	-10	7	i	i	i	-2	i
COc1ccccc1N1CCN(/N=C/c2ccccc2C(=O)O)CC1	i	i	2	i	-10	-2	i	i	i	-2	i
CCOc1cc(/C=C2/SC(=S)N(CC3CCCO3)C2=O)ccc1O (stereo not drawn)	i	i	-3	i	-5	3	i	i	i	1	i
C=CCOc1ccc(Br)cc1CNC(C)(C)C	i	i	-4	i	-17	-2	i	i	i	x	i
O=C(NCCc1cccc(C(F)(F)F)c1)C1CCC(=O)N(Cc2ccc(Cl)cc2)C1 (stereo not drawn)	i	i	0	i	-13	-3	i	i	i	-1	i
N/C(=N\N=C/c1ccc(Br)cc1)N/N=C\c1ccc(Br)cc1	i	i	-2	i	-8	-2	i	i	i	-1	i
Cc1cc2oc(C(=O)N3CCN(Cc4ccccc4)CC3)c(C)c2cc1C	i	i	2	i	-4	7	i	i	i	-1	i
CCCCNC(=O)CSc1nc2ccccc2n1S(=O)(=O)c1ccc(Cl)cc1	i	i	2	i	-6	-9	i	i	i	-2	i

Three of the compounds above, comma-delimited.
Compound,KCNQ1 inh,RGS4 act,GSK3B inh,PolyA inhibitor,hERG protect,Dyrk1A ADPGlo,KCNQ1 pot,KCNK9 inh,KCNK3 inh,GSK3 alpha inh,RGS4 block
CCOC(=O)CN1C(=O)S/C(=C/c2ccco2)C1=O,i,i,4,i,-10,7,i,i,i,-2,i
CC1CCN(C(=O)C2CCN(S(=O)(=O)c3cccs3)CC2)CC1,i,i,3,i,-2,0,i,i,i,-1,i
O=C(NCCc1cccc(C(F)(F)F)c1)C1CCC(=O)N(Cc2ccc(Cl)cc2)C1 (stereo not drawn),i,i,0,i,-13,-3,i,i,i,-1,i

The results go on.
SMILES	KCNQ1 inh	RGS4 act	GSK3B inh	PolyA inhibitor	hERG protect	Dyrk1A ADPGlo	KCNQ1 pot	KCNK9 inh	KCNK3 inh	GSK3 alpha inh	RGS4 block
O=C(NCC1(N2CCCCC2)CCCCC1)c1ccc(NS(=O)(=O)c2ccccc2)cc1	i	i	-5	i	-14	-2	i	i	i	-1	i
S=C(NCCc1ccccc1)NCc1cccc(Cl)c1	9*	i	-1	i	-5	-1	i	i	i	-2	i
CCc1nnc(NS(=O)(=O)c2ccc(NCc3cc(Br)ccc3O)cc2)s1	i	i	4	i	-16	0	i	i	i	-7	i
CCCn1c2ccccc2c2cnn(CC(=O)NC3CCC(C)CC3)c(=O)c21 (stereo not drawn)	i	i	8	i	-7	1	i	i	i	1	i
CC(=O)Cn1c(CN2CCCCC2)nc2ccccc2c1=O	i	i	3	i	-8	2	i	i	i	-1	i
CCOC(=O)c1oc2ccc(Cl)cc2c1NC(C)=O	i	i	1	i	-22	1	i	i	i	1	i
Cc1ccc(-n2c(SCC(=O)N3CCOCC3)nc(O)cc2=O)cc1	i	i	4	i	-9	0	i	i	i	-2	i
CCOC(=O)Cc1cc(=O)n2[nH]c(C)c(-c3ccc(Cl)cc3)c2n1	i	i	3	i	-8	18	i	i	i	-4	i
CN1CCN(c2ccc(NC(=O)c3ccccc3Br)cc2)CC1	i	i	1	i	-8	3	i	i	i	0	i
COc1cc2c(cc1O)[C@@H]1Cc3cc(OC)c(OC)cc3C(C2)N1C	i	i	0	i	-10	5	i	i	i	-26	i
O=C(/C=C/c1ccco1)NC(=S)Nc1cccc([N+](=O)[O-])c1	i	i	-2	i	-6	0	i	i	i	-1	i
CCc1ccc(Oc2nc([N+](=O)[O-])nn2C)cc1	i	i	-3	i	-7	20	i	i	i	0	i
COC(=O)c1cc(NC(=O)CC2SC(=Nc3ccccc3)N(CCc3c[nH]c4ccccc34)C2=O)cc(C(=O)OC)c1 (stereo not drawn)	i	i	0	i	-5	1	i	i	i	-1	i
Cc1nc2sc(C(c3ccco3)N3CCN(c4cccc(Cl)c4)CC3)c(O)n2n1 (stereo not drawn)	i	i	0	i	-7	4	i	i	i	-1	i
Cc1noc(C)c1COC(=O)CCc1nc2ccccc2s1	i	i	9	i	-10	-4	i	i	i	-3	i
COc1ccc(C(=O)Nc2c(N)nc(SCC(=O)N3CCCCCC3)[nH]c2=O)cc1OC	i	i	5	i	-9	-8	i	i	i	-1	i
COc1ccc(OC)c(CCNC(=O)Cn2cccc2C(=O)c2ccccc2C)c1	i	i	1	i	-11	5	i	i	i	-2	i

Source: PubChem BioAssay
